# Screening results from PubChem BioAssay.
# FN deposit inh: fibronectin deposition inhibition. inhibition, % at 12.6 µM. AH1F fibroblasts, Alexa488-fibronectin deposition fluorescence, overnight. actives 0.086% (n = 350,000). AID 743247;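 active means mean inhibition across replicates of 30% or more, regardless of how many single replicates reach that level; inconclusive means mean under 30% yet at least half of replicates reach 30%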;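 further: positive control wells lacked labelled fibronectin entirely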
#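 material = AH1F fibroblast monolayer depositing Alexa488-labelled fibronectin into matrix | amount = 10000 AH1F cells/well | buffer or medium = DMEM plus 2% serum, read in PBS | incubation = 1 h cell adhesion before compound, then overnight fibronectin incubation | detection = fluorescence at 485 nm excitation, 525 nm emission | evaluation = percent inhibition as loss of matrix-bound fibronectin fluorescence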
# CFTR F508del cor: CFTR F508del correction in bronchial cells; CFBE cells, YFP halide quenching; stimulated with forskolin plus potentiator P3; % fluorescence drop versus neutral controls; activity (quench increase), % at 7.58 µM; actives 0.36% (n = 350,000);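 active means mean added fluorescence quench of at least 8% versus neutral control, with both replicates also reaching 8%; inconclusive means only one of the mean or replicate conditions met; inactive means mean below 8% and not both replicates reaching 8%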;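 further: cells transiently co-express mutant CFTR-F508del with the halide-sensitive YFP; corrector assay measuring rescue of mutant channel to the surface after 24 h compound exposure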
# GSIS activator: primary screen for activators of insulin secretion dependent on glucose, INS-1E cells, GLuc reporter luminescence; INS-1E GLuc reporter insulin secretion, 2-3 h; actives 0.61% (n = 370,000); activation, % at 16.6 µM; AID 743287;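 active means lowest replicate activation of at least 40%, so every replicate reaches that level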;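 further: 0% = median of neutral control wells and 100% = median of IBMX positive control wells; some compounds called inactive have numbers as strong as hits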
# PglD inh: blocks C. jejuni PglD acetyltransferase activity | inhibition, % at 12.5 µM | actives 0.098% (n = 360,000) | purified PglD enzyme, DTNB colorimetric CoA detection; in the data active means inhibition above about 16%, passing the limit was not always enough; inconclusive means no clear call, values can overlap the other calls; further: strong numbers were not always called active
# Cneo AK release: causes C. neoformans cell lysis; adenylate kinase release luminescence, 4 h; normalised: neutral wells 0, clomiphene wells 100; lysis activity, % at 15 µM; actives 0.2% (n = 360,000); AID 651654;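 active means mean lysis activity across replicates of at least 80%, whatever share of replicates individually reach that level; inactive means mean lysis activity below 80%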
#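 Material: C. neoformans cells | Amount: Yeast cell density of 5 × 10^6 cells/mL | Medium: Fresh YPD growth medium | Dosing: Single dose | Times: Static 4 h at 37 °C with compound, 1 h detection | Detection: AK luminescence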
# miR122 inh: inhibitors of miR-122 in Huh7 cells. Huh7 miR-122 Renilla luciferase sensor, 48 h; neutral wells = 0, positive control = 100. activation (reporter increase), % at 12.5 µM. actives 0.3% (n = 340,000);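 active means mean replicate activation score at least 90 and every replicate individually at or above 90; inconclusive means only one of the two criteria met; inactive means neither criterion met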;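 further: higher luciferase means less miR-122 activity so hits act as miR-122 inhibitors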
# PGC1a acetyl inh: PGC1a acetylation modulation, inhibitor mode; U2OS PGC1a acetylation, AlphaScreen anti-acetyl-lysine; with virally co-expressed GCN5 acetyltransferase; actives 0.17% (n = 350,000); inhibition, % at 15.6 µM; AID 651687;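 active means every replicate shows inhibition of at least 40%; inconclusive means mean inhibition at least 40% but some replicate below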;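 further: 0% = neutral control wells and 100% = positive control wells; some results beyond the cut were filed as inactive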
# C2C12 statin: suppressors of simvastatin-induced myotoxicity in C2C12 myotubes; ATP luminescence, 48 h; scaled: DMSO 0, geranylgeraniol control 100; rescue of ATP level, % at 7.49 µM; actives 0.78% (n = 330,000);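 active means mean ATP rescue above about 67%, or every replicate alone reaching that limit, limit read from the data, passing the limit was not always enough; inconclusive means no clear call, values can overlap the other calls; inactive means mean under the limit and some replicate under it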;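 further: myotubes were challenged with 10 µM simvastatin during compound exposure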
# The depositor's hits bear a star; ? = inconclusive; / = no result given; [ ] = remark or other dose.
molecule	FN deposit inh	CFTR F508del cor	GSIS activator	PglD inh	Cneo AK release	miR122 inh	PGC1a acetyl inh	C2C12 statin
COC(=O)[C@@]12CCCN1[C@H](c1ccc(-c3ccc(OC)cc3)c(OC)c1)[C@H]1C(=O)N(C)C(=O)[C@H]12	-2	2.8	/	6	6	-5	-7	8
Cc1cccc(OCC(=O)NNS(=O)(=O)c2ccccc2F)c1	1	-2.1	1	-2	-3	-2	-2	9
CCOC(=O)c1cc(S(=O)(=O)N2CCN(c3ccccc3OC)CC2)cn1C	0	4.5	/	-4	-2	-1	-13	18
O=C(Nc1ccc(F)cc1)C1CCC(CNc2c(N3CCCCC3)c(=O)c2=O)CC1 (stereo not given)	-1	-1.2	7	0	11	-7	6	-8
Cc1oc(-c2ccc(Cl)cc2)nc1CN1CCC(C(=O)N2CCN(Cc3ccccc3)CC2)CC1	2	-1.0	-36	8	10	-6	3	-3
COc1cccc(-c2c(NC(=O)c3ccco3)oc3ccc(Cl)cc3c2=O)c1	5	-1.1	-10	2	4	0	2	7
COC(=O)C[C@H]1C[C@H]2c3cc(NC(=O)c4ccc5c(c4)OCO5)ccc3O[C@H]2[C@@H](CO)O1	5	-0.1	-1	-1	-7	3[16.7 µM]	-1	0
Cc1ccc(OCC(=O)Nc2ccc3c(c2)C(=O)NC3=O)cc1	/	-0.6	36	4	2	5	/	2
Cc1cccc(-n2cnc(C(=O)NNC(=S)Nc3ccccc3)c2)n1	-7	0.2	9	/	/	/	1	/
COC(=O)CCCC1=CC2=C(c3ccccc3)C(=O)C(C)(OC(=O)C3CCCC3)C(=O)C2=CN1CCc1c[nH]c2ccccc12 (stereo not given)	-2	1.3	-4	-3	-1	-4	-15	4
O=C(NCC1CC1)[C@H]1[C@H](CO)[C@H]2Cn3c(ccc(C4=CCCCC4)c3=O)[C@H]2N1Cc1ccccc1F	/	0.4	-15	3	-2	-8[16.7 µM]	/	24
COc1ccc(C2C(C#N)=C(N)Oc3cc(C)[nH]c(=O)c32)cc1OC (stereo not given)	-4	-0.1	7	/	/	-3	1	-9

# (list continues)
molecule	FN deposit inh	CFTR F508del cor	GSIS activator	PglD inh	Cneo AK release	miR122 inh	PGC1a acetyl inh	C2C12 statin
COc1cccc(NC(=S)NNC(=O)c2ccccc2OC(F)F)c1	-6	/	0	2	5	3	-15	-15
Cc1nc(C(F)(F)F)ccc1C(=O)Nc1ccccc1F	-3	2.0	2	-6	-2	-3	-17	-4
S=c1[nH]nc(-c2cc(-c3ccccc3)n[nH]2)n1/N=C/c1ccc(Cl)cc1	-8	-1.7	/	4	1	0	-21	9
O=C(NCCCn1ccnc1)/C(=C/c1ccco1)NC(=O)c1cccs1	3	2.2	1	/	/	/	1	/
CC(=O)C1C(C)CC2C3CCC4CC(=O)CCC4(C)C3CCC21C (stereo not given)	5	-0.2	-10	2	0	-3	1	-3
CC(=O)N1CCN(c2ccc(NC(=O)c3ccc(Cl)c([N+](=O)[O-])c3)cc2)CC1	6	-0.4	16	-3	6	-5	-7	-26
CCn1cnc2cc(NCc3nc4ccccc4n3Cc3ccccc3)ccc21	/	/	/	2	-2	4	11	-21
C=CC1c2cc(OC)c(OC)cc2CC(C)N1Cc1ccc(OC)cc1 (stereo not given)	/	18*	/	6	-1	/	2	/
COc1ccccc1C(=O)NC(=O)COC(=O)c1nc2nc(C)cc(C)n2n1	-5	3.1	1	-3	-1	-4	2	-11
CCOC(=O)Cn1c(=N)n(CCOc2cccc(C)c2)c2ccccc21	0	/	/	-4	-1	-1	4	/
CC(C)C1C(c2ccccc2)NC(c2ccccc2)CC1(O)c1ccc(F)cc1 (stereo not given)	-4	-4.2	-13	-5	-3	27	-5	/
O=C(c1cn(-c2ccccc2)nc1-c1ccncc1)N1CCCCC1	12	/	/	-3	-4	4	2	-5

# Following part
molecule	FN deposit inh	CFTR F508del cor	GSIS activator	PglD inh	Cneo AK release	miR122 inh	PGC1a acetyl inh	C2C12 statin
CCOC(=O)c1sc(C)c(C(=O)NCCCN2CCOCC2)c1N	/	/	/	1	-2	8	9	8
O=C(NCC[C@@H]1CC[C@@H](NC(=O)c2ccncc2)[C@H](CO)O1)Nc1ccc(Cl)cc1	-5	0.9	-1	1	1	/	-2	-5
COc1cccc(CNC(=O)COC(=O)c2ccc(C(=O)c3ccccc3)cc2)c1	-1	-2.3	2	4	0	-11	0	2
CCC(C)(C)NC(=O)C(c1ccc(OC)cc1)N(C(=O)CCC(=O)Nc1cc(C)on1)c1cccc(F)c1 (stereo not given)	-6	1.4	-12	-4	11	/	/	-4
Cc1ccc(OCC(=O)NN2C(=O)c3ccccc3C2=O)cc1	7	1.4	-5	-5	0	-3	3	11
CCOC(=O)c1cc(-c2ccccc2)n(CC(=O)Nc2ccc(OC)cc2)c1C	7	/	13	0	0	2	6	/
O=C([C@H]1[C@H](CO)[C@H]2Cn3c(cccc3=O)[C@@H]1N2CC1CCCCC1)N1CCOCC1	/	/	6	-1	45	/	/	-8
CC(=O)N(c1nnc(-c2ccc(C)cc2)s1)C1CCCC1	-3	-0.9	-7	-5	-3	/	/	-18
CCOC(=O)c1c(NC(=O)C2CC=CCC2C(=O)O)sc(C)c1CC (stereo not given)	2	0.6	1	/	/	/	9	/
CCC(=O)N1CCCC1(C)C(=O)Nc1ccc2scnc2c1 (stereo not given)	0	-0.4	4	-1	0	-2	-2	1
CCCC#Cc1ccc([C@H]2[C@H](CO)N3CCCCN(S(C)(=O)=O)C[C@@H]23)cc1	/	-3.7	-15	-2	44	2[16.7 µM]	-6	33
CC(C)(C)c1ccc(C(=O)Nc2ccc(O)c3c(=O)cc(-c4ccccc4Cl)oc23)cc1	-5	1.9	11	-3	4	8	/	-22

# Three compounds out of the list above, arranged by the number in miR122 inh, high to low.
smiles	miR122 inh
Cc1ccc(OCC(=O)Nc2ccc3c(c2)C(=O)NC3=O)cc1	5
O=C(c1cn(-c2ccccc2)nc1-c1ccncc1)N1CCCCC1	4
Cc1ccc(OCC(=O)NN2C(=O)c3ccccc3C2=O)cc1	-3

# Continued.
molecule	FN deposit inh	CFTR F508del cor	GSIS activator	PglD inh	Cneo AK release	miR122 inh	PGC1a acetyl inh	C2C12 statin
COc1ccc(O)c(C(=O)c2cnc3c(c2)c(C)nn3CCO)c1	-3	0.8	17	4	-1	3	7	0
CCOc1ccc(-c2nnc(N)o2)cc1	/	/	7	0	-3	-6	28	-1
CCOc1ccc(NC(=O)C(=O)NCC2CCCN2CC)cc1 (stereo not given)	0	/	/	-1	-1	-8	6	12
Cc1ccc(N(C(=O)c2csnn2)C(C(=O)NC2CCCCC2)c2ccncc2)c(C)c1 (stereo not given)	1	-0.6	9	1	0	-2	-3	1
N#Cc1ccccc1NC(=O)CN1C(=O)NC2(CCCC2)C1=O	1	-0.7	1	-1	4	1	4	3
C=C1CCN([C@H](C(=O)NCc2ccco2)C(C)C)S(=O)(=O)c2ccccc21	5	1.1	2	2	-3	-2	-4	-8
COc1ccc(C(=O)COC(=O)CN2CC(=O)Oc3ccccc32)cc1Br	/	/	/	3	1	-6	-17	/
Cc1ccc(OCc2ccc(C(=O)O)o2)cc1C	5	-0.1	4	-2	0	-8	8	17
C[C@H](O)C#Cc1ccc([C@@H]2[C@@H](CO)N3CCCCN(CC4CC4)C[C@H]23)cc1	-1	2.3	-2	5	-3	-4[16.7 µM]	4	-13
CCOc1cc(C2C(C(=O)c3ccco3)=C(O)C(=O)N2Cc2ccccc2)ccc1O (stereo not given)	3	0.3	-11	7	6	-4	6	?
Cc1ccc(OCc2nnc(SCC(=O)N3CCc4ccccc43)n2C)cc1	/	/	/	3	-1	56	2	-2
CC(C)CC#Cc1cnc2c(c1)C(=O)N([C@H](C)CO)C[C@@H](C)[C@@H](CN(C)Cc1cncnc1)O2	4	-3.3	8	-3	10	-1[16.7 µM]	16	6

# Additional compounds
molecule	FN deposit inh	CFTR F508del cor	GSIS activator	PglD inh	Cneo AK release	miR122 inh	PGC1a acetyl inh	C2C12 statin
Cc1ccc(C(=O)c2c[nH]c3c(F)cc(F)cc3c2=O)cc1	-4	/	8	-4	/	-4	1	/
CCn1cc(C(=O)N2CCN(c3ccccn3)CC2)c(=O)c2cc(S(=O)(=O)N3CCC(C)CC3)ccc21	/	2.3	-12	1	1	2	-14	12
Cc1cc([N+](=O)[O-])nn1CC(=O)Nc1ccc(Cc2ccncc2)cc1	-6	0.0	-1	/	/	/	-7	/
CC(C)=CCC/C(C)=C/CNC(=O)C[C@H]1C[C@H](C(=O)N(C(C)C)C(C)C)[C@@]2(C)c3[nH]c4cc(CCC(=O)N(C)C)ccc4c3CCN2C1=O	6	0.8	-33	7	-3	/	/	6
Cc1cccc(OCC(=O)NCCNC(=O)c2ccncc2)c1	7	-1.7	-2	2	2	-5	-1	2
O=C(N/C=C/c1ccco1)Nc1cccc(Cl)c1	4	1.1	-4	4	-2	-1	-7	/
C[C@@H]1CN([C@H](C)CO)C(=O)c2cc(-c3ccc(F)cc3)cnc2O[C@H]1CN(C)CC1CCOCC1	5	-2.0	2	0	3	8[16.7 µM]	3	-11
CCCCCCn1nc(C(=O)OCC(=O)c2c(N)n(C)c(=O)n(C)c2=O)c2ccccc2c1=O	6	-1.9	/	0	2	-8	-8	-2
COc1ccc(OCCCC(=O)OCC(=O)Nc2sccc2C(N)=O)cc1	-3	1.6	7	/	/	2	4	9
COCC(=O)Nc1ccc2c(c1)[C@@H]1C[C@@H](CC(=O)NC3CCCCC3)O[C@@H](CO)[C@@H]1O2	2	0.9	4	-1	-1	-3[16.7 µM]	-4	-8
C[C@H](CO)N1C[C@H](C)[C@@H](CN(C)Cc2cccnc2)Oc2ncc(C#CCc3ccccc3)cc2C1=O	-2	-2.2	-17	1	3	2[16.7 µM]	-18	-8
CCOC(=O)C1C(c2ccccc2)N(C)OC1(O)C(F)(F)F (stereo not given)	-4	1.9	10	/	/	1	-7	/
CN(C(=O)c1ccccc1)c1nc2ccccc2s1	/	/	/	-8	-10	-3	-2	-5

# Entries shown so far that contain a Cl atom (7):
molecule	FN deposit inh	CFTR F508del cor	GSIS activator	PglD inh	Cneo AK release	miR122 inh	PGC1a acetyl inh	C2C12 statin
Cc1oc(-c2ccc(Cl)cc2)nc1CN1CCC(C(=O)N2CCN(Cc3ccccc3)CC2)CC1	2	-1.0	-36	8	10	-6	3	-3
COc1cccc(-c2c(NC(=O)c3ccco3)oc3ccc(Cl)cc3c2=O)c1	5	-1.1	-10	2	4	0	2	7
S=c1[nH]nc(-c2cc(-c3ccccc3)n[nH]2)n1/N=C/c1ccc(Cl)cc1	-8	-1.7	/	4	1	0	-21	9
CC(=O)N1CCN(c2ccc(NC(=O)c3ccc(Cl)c([N+](=O)[O-])c3)cc2)CC1	6	-0.4	16	-3	6	-5	-7	-26
O=C(NCC[C@@H]1CC[C@@H](NC(=O)c2ccncc2)[C@H](CO)O1)Nc1ccc(Cl)cc1	-5	0.9	-1	1	1	/	-2	-5
CC(C)(C)c1ccc(C(=O)Nc2ccc(O)c3c(=O)cc(-c4ccccc4Cl)oc23)cc1	-5	1.9	11	-3	4	8	/	-22
O=C(N/C=C/c1ccco1)Nc1cccc(Cl)c1	4	1.1	-4	4	-2	-1	-7	/

# Outcome played no part in choosing rows; about 2.1% have a hit in one of these screens.
